Source: PubChem
HepG2 viability: counter-screen for TGF-b inhibitors: cytotoxicity in HepG2 cells; HepG2 CAGA-GFP viability, ATP luminescence, 18 h; 0.76% of 410,000 active; Potency, µM (top dose mostly 46.1 µM), without a hit: at the highest dose activity change, negative = cytotoxicity, usual class: cytotoxic; further: potency means the concentration at half of the fitted maximal effect; some results filed as inactive show a strong effect at the top dose
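CellTiter-Glo luminescence gave cytotoxicity after 18 hours at 37 degrees C. The cells were HepG2 CAGA-GFP in 1% FBS DMEM, stimulated with 500 pg/mL TGF-beta after compound addition. %Activity was normalised to no-cell wells (complete cell-killing) and DMSO (no toxicity), and curves were fitted and classified.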
A549 tox: A549 cytotoxicity, counter-screen for Nrf2 inhibitors; A549 ARE-Fluc cells, CellTiter-Fluor viability, 18-24 h; Potency, µM (series often up to 46 µM), for inactives: top-dose activity change, negative = cytotoxicity, actives largely listed as inhibitors; 0.16% of 390,000 active; further: potency means the concentration at half of the fitted maximal effect; on the % scale 0 is the no-effect control and ±100 the full control effect
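A549 ARE_Fluc cells in 5% FBS OPTI-MEM were exposed to compounds in concentration-response for 18-24 h at 37 deg C. Viability was read by CellTiter-Fluor fluorescence (Ex 405/Em 525) after 30 min, before the luciferase read.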
S2 tox: viability counter-screen for ATXN expression inhibitors; S2 cells (HEK-293 line with an ATXN2-luciferase reporter) viability, CellTiter-Fluor protease fluorescence, 24 h; 0.49% of 400,000 active; Potency, µM (series often up to 56.7 µM), most hits filed as cytotoxic; further: potency means the concentration at half of the fitted maximal effect; nearly all actives have a fitted effect of over 40% in size
pAkt inh: inhibitors of Akt phosphorylation | activity change, % for hits at 50 µM | AID 651550 | Neuro2A IGF-stimulated pAkt S473 HTRF, 20 min; stronger effect = lower value | 0.32% of 360,000 active; in the data active means activity change below about -80%; inconclusive means mostly about -51% to -80%; further: on the % scale 0 is the no-effect control and ±100 the full control effect
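Neuro2A cells (4,500/well, DMEM with 0.5% FBS) were treated with compound at a single 50 µM final concentration, stimulated with 6 nM IGF for 20 min at 37 °C, and lysed. Phospho-Akt Ser473 was read by HTRF as 665/615 ratio ×10^4.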
TGFb SMAD3 inh: blocks TGF-b signaling; Potency, µM (doses to about 46.1 µM), without a hit: top-dose activity, negative = inhibition, hits mostly inhibitors; 1.2% of 410,000 active; AID 588855; HepG2 CAGA-GFP TGF-b/SMAD3 reporter, GFP fluorescence, 18 h; TGF-beta stimulated, 500 pg/mL final; further: potency means the concentration at half of the fitted maximal effect; on the % scale 0 is the no-effect control and ±100 the full control effect; nearly all actives have a fitted effect of over 65% in size
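GFP signal (ex488/em500-530) from TGF-beta-stimulated HEPG2 CAGA-GFP cells, 500 pg/mL final, 18 h at 37 degrees C in DMEM plus 1% FBS, normalized to unstimulated and DMSO-stimulated controls.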
Mm-Cpn inhibitor: inhibitors of Methanococcus maripaludis chaperonin (MmCpn). Potency, µM (highest dose often 76.9 µM), inactives show top-dose activity, negative = inhibition, usual class: inhibitors. purified Mm-Cpn ATPase, ADP Transcreener TR-FRET. 0.031% of 330,000 active. AID 504842; further: potency means the concentration at half of the fitted maximal effect; on the % scale 0 is the no-effect control and ±100 the full control effect; nearly all actives have a fitted effect of over 80% in size
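ATP (10 uM final) was added to archaeal chaperonin (25 nM final) after 10 min exposure to test compound at 37°C; after 30 min further incubation, ADP was detected by competitive TR-FRET.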
Nrf2 ARE act: Nrf2 pathway activation | AREc32 ARE-luciferase reporter (MCF7-derived line), luminescence, 24 h | Potency, µM (top dose mostly 46.1 µM), inactives show at the top dose activation, most hits filed as activators | 0.31% of 410,000 active | AID 624171; further: potency means the concentration at half of the fitted maximal effect; % of control where 0% means no effect; nearly all actives have a fitted effect of over 65% in size
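Reporter line AREc32 (ARE-Fluc), seeded overnight in OPTI-MEM with 5% FBS; compound pin-transferred, 24 hr at 37 deg C, 5% CO2; luminescent read-out.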
CCT modulator: changes cytosolic chaperonin activity; purified chaperonin ATPase assay, HTRF ADP detection, 30 min; activity change, % (no concentration beside the values), hits read low; 0.3% of 360,000 active; in the data active means activity change below about -30%; further: on the % scale 0 is the no-effect control and ±100 the full control effect
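TRiC at 40 or 20 nM final (batch-dependent) in 30 mM Tris pH 7.4, 100 mM KCl, 5 mM MgCl2, 1 mM DTT, with compound at single 76 uM and 10 uM ATP, 30 min at 37 deg C. ADP detected by HTRF Transcreener, 665/615 ratio.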
Nrf2 inh: blocks Nrf2 signaling | AID 504444 | Potency, µM (top dose mostly 46 µM), inactives show at the top dose activity change, negative = inhibition, usual class: inhibitors | A549 ARE-Fluc reporter, luciferase luminescence, 18-24 h | 2.1% of 360,000 active; further: potency means the concentration at half of the fitted maximal effect; on the % scale 0 is the no-effect control and ±100 the full control effect; nearly all actives have a fitted effect of over 60% in size
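Concentration-response testing used A549 ARE_Fluc cells at 5000 cells/well. Following an 18-24 h compound incubation, viability was read by fluorescence (Ex 405/Em 525) and luciferase output by luminescence.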
The depositor's hits bear a star; i = inactive; ? = inconclusive; · = not tested or not shown; & = joins results of further samples; [ ] = dose if it differs, or a comment. Unless noted, the call rests on the fitted dose curve; in most records, active means well fitted curve in the direction sought with a large enough effect; inconclusive means small, poorly fitted or top-dose-only effect, or another doubt; inactive means no such curve, though single readings can be large; an effect the other way counts as inactive or inconclusive.

Under each structure: pAkt inh, CCT modulator, HepG2 viability, Nrf2 inh, A549 tox, Mm-Cpn inhibitor, S2 tox, Nrf2 ARE act, TGFb SMAD3 inh
CCOC(=O)c1c(NC(=O)CC)sc(C(=O)NC2CCCC2)c1C
→ i, -5.3, 1%, ?, 0%, -1%, i, 0.0%, 0%
O=C(CC1CCCC1)Nc1cccc(Br)c1
→ i, 1.3, -4%, 5%, -6%, 1%, i, 0.0%, 5%
Cc1c(C2(O)CCCCC2)[nH]c2ncccc12
→ i, 0.0, -24%, ?, 2%, 0%, i, 0.1%, -12%
Cc1ccc(CCNC(=O)C(NS(=O)(=O)c2ccc3c(c2)oc(=O)n3C)C(C)C)cc1 (stereo unspecified)
→ ·, ·, 0%, -3%, 15%, ·, i, 0.3%, 1%
O=S(=O)(c1cccs1)N1CN(Cc2ccc(Cl)cc2)c2nc3ccccc3nc21
→ i, -1.4, -4%, 0%, -7%, -2%, i, -0.1%, -6%
COC(=O)c1cc(OC)c(OC)cc1NC(=S)Nc1cccc(C(C)=O)c1
→ i, 0.7, -3%, -6%, -6%, 0%, ?, 0.5%, -2%
COc1ccc2nc(NC(=O)c3ccc([N+](=O)[O-])o3)sc2c1
→ i, -1.0, -29%, ?, -20%, 0%, ?, ?, 8.9µM*
Cc1cc(C)c(NC(=O)COc2cccnc2[N+](=O)[O-])c(C)c1
→ i, -0.5, 5%, -8%, -2%, 0%, i, 0.1%, 1%
COc1ccc(C2C(C#N)=C(C)NC3=C2S(=O)(=O)c2ccccc23)cc1 (stereo unspecified)
→ i, 0.4, -3%, ?, 0%, -4%, i, -0.9%, -14%
Cn1c(=O)c(C(=O)NCCCc2ccccc2)c(O)c2ccccc21
→ i, 1.1, -14%, 6%, 5%, -5%, i, 3.1%, ?
CCCCN(CC)CCNC(=O)c1nn(-c2ccc(OC)cc2)c(=O)c2c1c1ccccc1n2C
→ i, 1.4, 13%&-6%, ?, ?, 0%, ?, 3.1%&4.7%, -1%&16%
COCCN1C=C(C(=O)OC)C(c2ccc(Cl)cc2)C(C(=O)OC)=C1
→ i, -2.3, 2%, -8%, 0%, -3%, ·, 0.4%, -11%
Cc1ccccc1NC(=O)Cc1nc(COC(=O)c2cc(Br)ccc2O)cs1
→ i, 0.1, -28%, 1%, 4%, -3%, i, -0.1%, -13%
COc1ccc(C(=O)Nc2ccnn2C2CCN(Cc3cnn(C)c3)CC2)cc1
→ i, -0.2, 2%, -7%, 0%, 3%, i, -0.3%, -3%
COc1ccc(OC)c(NC(=O)c2oc3ccccc3c2NC(=O)C2CC2)c1
→ i, 0.3, -11%, 9%, -3%, -2%, i, 0.0%, -4%
COc1ccc(Oc2nc(-c3ccccn3)ncc2OC)cc1
→ i, -1.2, -2%, -22%, -14%, -3%, i, -1.2%, 0%
COC(=O)c1sc(NC(=O)COc2ccc(C)cc2)nc1C
→ i, 0.4, -7%, ?, -2%, 1%, i, 0.8%, -2%
CC(=O)C[C@H]1c2cc(C(F)(F)F)ccc2S(=O)(=O)N1Cc1ccccc1
→ i, -1.7, -10%&0%, 0%, 0%, ·, i, -0.3%, -1%&-9%
Cc1cccc(C)c1NS(=O)(=O)c1ccc(NS(=O)(=O)c2ccc3c(c2)OCCO3)cc1
→ ·, ·, -16%, 1%, -1%, ·, i, -0.2%, -10%
O=C(COC(=O)c1n[nH]c2ccccc12)c1ccc(F)c(F)c1
→ i, -1.7, -23%, -4%, -1%, -5%, i, 0.9%, -15%
C[C@@H](C(=O)NCc1ccccn1)[C@H]1C[C@]1(C)[C@H](NC(=O)OCc1ccccc1)c1ccccc1
→ i, 0.6, -16%, -10%, -19%, 2%, ?, 9.3%, -10%
CCCNC(=O)N1CCN(S(=O)(=O)c2ccc3c(ccn3C)c2)CC1
→ ·, ·, -14%, ·, 3%, ·, i, -0.2%, -1%
CCOC(=O)c1oc2cccc(O)c2c1CN1CCOCC1
→ i, -1.7, -23%, 12%, 2%, -3%, i, -0.8%, 2%
CCOc1ccccc1CNC(=O)CCc1c(C)nn(-c2ccc(N3CCCC3)nn2)c1C
→ ·, ·, -29%, ?, 2%, ·, ·, 4.5%, ?
Cn1c(=O)n(C/C=C/c2ccccc2)c(=O)c2c1nc1n2CCCN1c1ccc(F)cc1
→ i, -0.4, -3%, ?, -17%, 1%, i, -0.4%, 0%
CC(C)[C@@H](N)C(=O)NCC1CCC(C(=O)N[C@@H](Cc2ccccc2)C(=O)O)CC1 (stereo partly specified)
→ i, 0.1, -10%, 0%, 8%, 1%, i, -0.6%, -16%
CCC(C)[C@H](NS(=O)(=O)c1ccc(C)cc1)C(=O)N1CCC(C(=O)N2CCC(C(=O)OC)CC2)CC1 (stereo partly specified)
→ i, -1.3, -14%, -5%, 11%, 0%, i, -0.4%, 4%
CCn1cc(C(=O)N2CCN(c3cccc(C)c3C)CC2)c2cc(OC)c(OC)cc2c1=O
→ ·, ·, -10%, -15%[9.27 µM], -16%, ·, ?, 7.7%, 10µM*
O=c1[nH]c(C(Cl)Cl)nc2sc3c(c12)CCN(Cc1ccccc1)C3
→ i, -1.1, 3%, 8%, -1%, -1%, ·, 4.2%, -5%
Cc1ccc(OCCNC(=O)CNC(=O)c2ccc(C)c(C)c2)cc1
→ i, -1.4, -8%, 16%, 5%, 1%, i, 2.0%, 0%
Cc1nnc(NC2(C(F)(F)F)C(=O)Nc3c2c(=O)n(C)c(=O)n3C)s1 (stereo unspecified)
→ i, -2.3, 25%, ·, -11%, -2%, i, -0.8%, 18%
Cc1ccc(S(=O)(=O)NC(=O)C2(C)CCN2C(=O)Cc2ccc(Cl)cc2Cl)cc1 (stereo unspecified)
→ i, -2.0, -33%, ·, ·, ·, i, -0.2%, -9%
O=C(CCN1C(=O)COc2ccccc21)NCc1ccco1
→ i, 1.0, -2%, 1%, 0%, 0%, i, -0.7%, -15%
CCOC(=O)c1ccccc1-c1cn2cc(Cl)ccc2n1
→ i, 1.3, -39%, ?, 0%, 0%, i, 3.2%, 0%
CC(C)NC(=O)N(C)C[C@@H]1Oc2ccc(NC(=O)Nc3ccc(C(F)(F)F)cc3)cc2CC(=O)N([C@H](C)CO)C[C@@H]1C
→ i, -0.5, 7%, ?, -17%, -1%, ?, 3.1%, ?
CCCN1CCC(NC(=O)CC2C(=O)NCCN2Cc2cccc(OC)c2)CC1 (stereo unspecified)
→ i, -1.6, 3%, 13%, 2%, 0%, i, -1.4%, -1%
COc1cc(Nc2c3ccccc3nc3ccccc23)cc(OC)c1OC
→ i, -0.1, -76%, ?, ?, -3%, 18µM*, 9.3%, ?
O=C(CN1CCN(Cc2ccccc2)CC1)N=Nc1c(O)[nH]c2ccccc12
→ i, -3.2, -51%, ?, 0%, -1%, i, 4.1%, ?
COc1ccc(C)cc1NC(=O)CSCc1ccccc1C
→ i, -6.8, -11%, 5%, 3%, -1%, i, -1.4%, -18%
COc1ccc(/C=C\C(=O)c2c(O)ccc3c(C)cc(=O)oc23)cc1OC
→ i, -1.9, -53%, ·, -9%, -2%, i, ?, ?
Cc1ccc2nc(Cl)c3cc(C(=O)N4CCCC(C)C4)sc3c2c1 (stereo unspecified)
→ ·, ·, -8%, 0%, 0%, ·, ·, 6.0%, 16%
CCc1nn(CC(=O)NCc2ccccc2)c(=O)c2cccn12
→ ·, ·, 6%, 22%, -1%, ·, i, -0.1%, -4%
CCCCN(C)Cc1cc(=O)oc2cc3c(cc12)CCCC3
→ i, -4.1, -10%, -8%, 8%, -5%, ·, 3.2%, 1%
COC(=O)C1=C(C(=O)OC)[C@@H]2N(C)c3ccc(OC)cc3[C@@]23C[C@@H](C(=O)OC)N(C(=O)c2cccs2)C3=N1
→ i, 1.9, -18%, -21%, -7%, 0%, ?, -1.0%, -4%
CCn1c(-c2ccccc2)c(C(=O)CC#N)c2ccccc21
→ i, 6.7, -12%, -16%, 1%, -22%, i, 1.5%, -24%
S=C1NCN(Cc2ccco2)CN1Cc1ccco1
→ i, 0.1, -6%, -2%, -4%, 1%, i, -0.7%, -8%
OCCOc1ccc(CN2CCCC(N3CCN(c4ccc(F)cc4)CC3)C2)cc1 (stereo unspecified)
→ i, -0.4, 0%, 2%, 2%, -1%, i, -0.4%, 0%
O=C(Nc1ccc2c(c1)OCO2)C1CCCN(c2nc3ccccc3s2)C1 (stereo unspecified)
→ i, -4.0, -8%, -27%, -9%, 0%, ?, -0.3%, -18%
O=C(NCC(=O)N(c1ccc(F)cc1)C(C(=O)NC1CCCCC1)c1ccncc1)c1ccco1 (stereo unspecified)
→ i, -3.3, -2%, -8%, 0%, -4%, i, -0.4%, -21%
O=C(CN1CCCC1)N/N=C/c1c(O)ccc2ccccc12
→ i, -0.4, -35%, -19%, -4%, -2%, ?, -2.7%, -17%
COc1ccccc1CC(=O)N1CCN(C(=O)c2ccco2)CC1
→ i, -2.1, 6%, 3%, -6%, 0%, i, -0.1%, 14%
Cn1ccnc1SCC(=O)Nc1cccc(S(=O)(=O)N2CCCCCC2)c1
→ i, -1.9, -15%, ?, -8%, 4%, i, 0.5%, -2%
CCCC(=O)NNC(=O)Nc1ccccc1
→ i, 0.7, -44%, -2%, 0%, 1%, i, 0.2%, -17%

Nothing new here: entries from further up.
Under each structure: pAkt inh, CCT modulator, HepG2 viability, Nrf2 inh, A549 tox, Mm-Cpn inhibitor, S2 tox, Nrf2 ARE act, TGFb SMAD3 inh
Cn1ccnc1SCC(=O)Nc1cccc(S(=O)(=O)N2CCCCCC2)c1
→ i, -1.9, -15%, ?, -8%, 4%, i, 0.5%, -2%
CCCC(=O)NNC(=O)Nc1ccccc1
→ i, 0.7, -44%, -2%, 0%, 1%, i, 0.2%, -17%
